LEDGF integ inh – blocks HIV-1 LEDGF/p75-dependent DNA integration. AID 743269. TR-FRET IN-LEDGF/p75 DNA integration, Eu/Cy5. 0.64% of 370,000 active. inhibition, % at 3.7 µM;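 active means inhibition above the screen-wide mean plus 3 SD, cut at about 13% in these data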;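 further: signal is the Cy5 over europium emission ratio at 671 and 618 nm; 0% = plate median of compound wells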
HTRA1 inh – inhibitors of human serine peptidase HTRA1; 0.5% of 340,000 active; inhibition, % at 5.96 µM; recombinant HTRA1, FP-rhodamine activity-based probe, fluorescence polarization; Q92743; in the data active means inhibition above about 36%;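 further: 0% = enzyme with DMSO and 100% = wells lacking enzyme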
Target sequence (Q92743 whole entry, looked up): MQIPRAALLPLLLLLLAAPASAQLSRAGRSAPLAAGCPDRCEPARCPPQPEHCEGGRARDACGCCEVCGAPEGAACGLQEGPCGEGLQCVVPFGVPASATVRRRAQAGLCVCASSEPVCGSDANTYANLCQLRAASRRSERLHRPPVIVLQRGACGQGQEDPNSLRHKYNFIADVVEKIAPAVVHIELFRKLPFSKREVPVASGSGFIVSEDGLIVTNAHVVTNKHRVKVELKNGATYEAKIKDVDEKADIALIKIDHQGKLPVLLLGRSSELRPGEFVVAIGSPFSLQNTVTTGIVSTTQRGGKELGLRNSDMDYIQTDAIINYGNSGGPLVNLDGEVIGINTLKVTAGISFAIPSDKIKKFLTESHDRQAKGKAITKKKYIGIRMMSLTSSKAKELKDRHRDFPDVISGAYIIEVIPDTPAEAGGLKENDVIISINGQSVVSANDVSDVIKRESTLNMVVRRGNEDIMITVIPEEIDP
UHRF1 binding – human UHRF1 methylated DNA binding inhibitors. UHRF1 binding to methylated oligo, TR-FRET. 0.75% of 370,000 active. inhibition, % at 4.4 µM. Q96T88; in the data active means inhibition above about 21%;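 further: UHRF1 SRA domain binding a hemimethylated CpG hairpin DNA probe; 0% = median of test compound wells and 100% = reference inhibitor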
MBD2 inh – blocks human MBD2 binding to methylated DNA | Q9UBB5 | TR-FRET, MBD2 binding to methylated oligonucleotide | inhibition, % at 4.4 µM | 0.31% of 370,000 active | AID 686964; in the data active means inhibition above about 13%
rCAG RNA binder – binds r(CAG) RNA repeats; r(CAG) RNA repeat, TO-PRO-1 dye displacement fluorescence; inhibition, % at 3 µM; 1.3% of 370,000 active; AID 651821;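 active means inhibition above the plate cutoff, the mean of all test compounds on that plate plus 3 SD, cut at about 35% in these data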;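 further: 0% = DMSO alone and 100% = 100 µM mitoxantrone as full dye displacement; higher means more dye released from RNA so lower well fluorescence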
PG9 Ab binder – binds the HIV-1 gp120 antibody PG9 | TR-FRET gp120-PG9 antibody binding | inhibition, % at 6.7 µM | 0.43% of 360,000 active | AID 624416; in the data active means inhibition above about 8.5%
ABHD4 inh – inhibitors of mouse ABHD4; Q8VD66; purified mABHD4, FP-Rh probe fluorescence polarization; inhibition, % at 8.92 µM; 0.54% of 370,000 active;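 active means inhibition exceeding the mean over every tested compound plus 3 SD, cut at about 30% in these data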;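 further: 0% = plate median of compound wells and 100% = S159A mutant with DMSO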
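assay system = mABHD4 protein | compound dosing = single nominal dose of 8.92 µM, 0.89% DMSO final | read-out basis = percent inhibition of probe binding, normalized to plate controls | schedule = Enzyme–compound pre-incubation 45 min, then probe 60 min, both 25 °C | detection = fluorescence polarization, excitation 525 nm, emission 598 nm, BODIPY TMR filters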
TCR CD3 inh – human TCR-CD3 binding inhibition; inhibition, % at 9.4 µM; 0.37% of 360,000 active; AID 651800; TAMRA-labeled TCR probe fluorescence, biochemical; in the data active means inhibition above about 19%;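 further: recombinant mutant TCR 2C K166C tagged with TAMRA read by polarization; 0% = receptor in buffer alone and 100% = receptor with positive control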
Rev-erbA mod – Rev-erb alpha (human) modulation. Rev-erbα–FITC-DNA binding, fluorescence polarization, 90 min. activity, % at 10 µM. 0.79% of 370,000 active. AID 1259318;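 active means activity above about 14%, limit read from the data; passing the limit was not always enough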;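 further: 0% = DMSO wells with 35 nM protein and 100% = DMSO wells with 750 nM protein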
PRMT1 inh – PRMT1 (human) inhibition, primary screen | Q99873 | 1.3% of 370,000 active | recombinant PRMT1, activity-based probe fluorescence polarization | inhibition, % at 2.79 µM;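 active means inhibition above about 21% made by adding two undisclosed values, limit read from the data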
* hit, by the source's call; x = not tested or not shown. Only part of the results is shown; rates above refer to the full screens.

Codes – A = LEDGF integ inh; B = HTRA1 inh; C = UHRF1 binding; D = MBD2 inh; E = rCAG RNA binder; F = PG9 Ab binder; G = ABHD4 inh; H = TCR CD3 inh; I = Rev-erbA mod; J = PRMT1 inh
CC(C)C(=O)N1CCC1(C)C(=O)Nc1ccccc1OC(F)F (stereo unspecified)
  A: -6 | B: x | C: 2 | D: 2 | E: 0 | F: 0.4 | G: 2 | H: -5 | I: 1 | J: 4

CCC(=O)Nc1ccc2c(c1)nc(CCN1CCN(C)CC1)n2C
  A: 3 | B: -6 | C: 1 | D: -10 | E: -2 | F: 1.6 | G: 3 | H: 7 | I: 4 | J: -4

O=C1CCCc2cc3c(cc21)CCCC3
  A: 3 | B: -2 | C: 16 | D: 0 | E: 2 | F: 0.7 | G: 4 | H: 2 | I: -11 | J: -3

CNc1ccccc1C(C)(C)c1cc(-c2ccc(F)cc2)no1
  A: 0 | B: -6 | C: 3 | D: 1 | E: -6 | F: 0.2 | G: -4 | H: -2 | I: -2 | J: -4

CCOC(=O)c1[nH]ncc1CN1CCCC(C(=O)c2ccc(OC)c(OC)c2)C1 (stereo unspecified)
  A: 1 | B: 10 | C: -1 | D: 1 | E: -6 | F: -1.2 | G: -3 | H: 5 | I: 0 | J: 0

O=C(COC(=O)c1cccs1)Nc1cccc(S(=O)(=O)NC2=NCCCCC2)c1
  A: 2 | B: -5 | C: 4 | D: 1 | E: 0 | F: -2.4 | G: -6 | H: 5 | I: -3 | J: -2

Cc1ccc[n+](CC(=O)/C=C2\N(C)c3ccccc3C2(C)C)c1
  A: 3 | B: 4 | C: 5 | D: -1 | E: 2 | F: 0.7 | G: -3 | H: -5 | I: 1 | J: 2

COc1ccc(C(=O)C2CCCN(C(=O)c3ccc(C(C)=O)s3)C2)c(C)c1 (stereo unspecified)
  A: 2 | B: 4 | C: -2 | D: -5 | E: -7 | F: 1.0 | G: -3 | H: 5 | I: -7 | J: 0

O=C(NCc1ccccc1)[C@H]1C[C@@H]1[C@H](NP(=O)(c1ccccc1)c1ccccc1)c1ccccc1
  A: 4 | B: -17 | C: 0 | D: -5 | E: 1 | F: -0.4 | G: 4 | H: 1 | I: -1 | J: 4

Cc1ccc(S(=O)(=O)NCC(=O)NNC(=O)c2ccc(Br)cc2)cc1C
  A: 4 | B: 0 | C: 2 | D: -4 | E: 2 | F: -2.5 | G: -6 | H: -8 | I: -5 | J: -2

C=CCN1C(=O)c2ccc(C(=O)NCC(c3ccccc3)N(C)C)cc2C1=O (stereo unspecified)
  A: 4 | B: 6 | C: 0 | D: 0 | E: -4 | F: -0.9 | G: 3 | H: 8 | I: -4 | J: 1

Cc1cccc(C)c1NC(=O)NN=C1CCCCC1
  A: 6 | B: -2 | C: -2 | D: -2 | E: 4 | F: -1.6 | G: -2 | H: 7 | I: 2 | J: -3

O=C(NNC(=O)C1CC1c1ccccc1)c1cccc([N+](=O)[O-])c1 (stereo unspecified)
  A: -1 | B: 4 | C: 1 | D: 6 | E: 1 | F: -1.6 | G: -1 | H: -1 | I: 2 | J: 1

Cc1ccc(C)c(NC(=O)CN(C)C(=O)c2ccccc2Cc2ccccc2)c1
  A: 0 | B: -10 | C: -3 | D: -7 | E: -5 | F: -3.2 | G: -1 | H: -4 | I: -3 | J: -2

COC(=O)c1cc(S(=O)(=O)NCC2CCN(Cc3ccc(F)cc3)CC2)cn1C
  A: -1 | B: 3 | C: -2 | D: -4 | E: -4 | F: -0.5 | G: 0 | H: 6 | I: -1 | J: -7

O=C(NC1CCS(=O)(=O)C1)C1C2CC3CC(C2)CC1C3 (stereo unspecified)
  A: -5 | B: 3 | C: 1 | D: 4 | E: -2 | F: 2.4 | G: 2 | H: -11 | I: 6 | J: 4

CCOC(=O)/C=C/[C@H]1CCc2cccc(C)c2O1
  A: 0 | B: -3 | C: -2 | D: 4 | E: -5 | F: -0.1 | G: 5 | H: 3 | I: -1 | J: -1

O=C1CSc2ccccc2N1
  A: 0 | B: 1 | C: 4 | D: 1 | E: 1 | F: 1.2 | G: 3 | H: -4 | I: -4 | J: -3

COc1ccc(NC(=O)c2cccc(S(=O)(=O)N3CCN(C)CC3)c2)c(OC)c1
  A: -1 | B: 18 | C: 17 | D: 1 | E: 0 | F: -2.7 | G: 8 | H: -1 | I: -1 | J: -1

O=C(COC(=O)c1cccc(Br)c1)Nc1ccc2[nH]c(=O)[nH]c2c1
  A: -5 | B: -8 | C: 1 | D: 2 | E: 1 | F: -0.4 | G: -6 | H: -6 | I: 3 | J: 1

COc1ccccc1C1/C(=C(/O)c2ccc(C)cc2)C(=O)C(=O)N1CC(C)O (stereo unspecified)
  A: -1 | B: -1 | C: -8 | D: 0 | E: 2 | F: 0.3 | G: -6 | H: 5 | I: 2 | J: 1

Structures listed so far containing a halogen (5):
Codes – A = LEDGF integ inh; B = HTRA1 inh; C = UHRF1 binding; D = MBD2 inh; E = rCAG RNA binder; F = PG9 Ab binder; G = ABHD4 inh; H = TCR CD3 inh; I = Rev-erbA mod; J = PRMT1 inh
CC(C)C(=O)N1CCC1(C)C(=O)Nc1ccccc1OC(F)F (stereo unspecified)
  A: -6 | B: x | C: 2 | D: 2 | E: 0 | F: 0.4 | G: 2 | H: -5 | I: 1 | J: 4

CNc1ccccc1C(C)(C)c1cc(-c2ccc(F)cc2)no1
  A: 0 | B: -6 | C: 3 | D: 1 | E: -6 | F: 0.2 | G: -4 | H: -2 | I: -2 | J: -4

Cc1ccc(S(=O)(=O)NCC(=O)NNC(=O)c2ccc(Br)cc2)cc1C
  A: 4 | B: 0 | C: 2 | D: -4 | E: 2 | F: -2.5 | G: -6 | H: -8 | I: -5 | J: -2

COC(=O)c1cc(S(=O)(=O)NCC2CCN(Cc3ccc(F)cc3)CC2)cn1C
  A: -1 | B: 3 | C: -2 | D: -4 | E: -4 | F: -0.5 | G: 0 | H: 6 | I: -1 | J: -7

O=C(COC(=O)c1cccc(Br)c1)Nc1ccc2[nH]c(=O)[nH]c2c1
  A: -5 | B: -8 | C: 1 | D: 2 | E: 1 | F: -0.4 | G: -6 | H: -6 | I: 3 | J: 1

Laid out differently: results already given.
smiles,LEDGF integ inh,HTRA1 inh,UHRF1 binding,MBD2 inh,rCAG RNA binder,PG9 Ab binder,ABHD4 inh,TCR CD3 inh,Rev-erbA mod,PRMT1 inh
COc1ccc(C(=O)C2CCCN(C(=O)c3ccc(C(C)=O)s3)C2)c(C)c1 (stereo unspecified),2,4,-2,-5,-7,1.0,-3,5,-7,0
O=C(NCc1ccccc1)[C@H]1C[C@@H]1[C@H](NP(=O)(c1ccccc1)c1ccccc1)c1ccccc1,4,-17,0,-5,1,-0.4,4,1,-1,4
